Compound activity from PubChem BioAssay.
ABHD4 inh: ABHD4 (mouse) inhibition, primary FP screen; hit rate 0.54% among 370,000; AID 720543; inhibition, % at 8.92 µM; purified mABHD4, FP-Rh probe fluorescence polarization;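 active = inhibition exceeding the mean over every tested compound plus 3 SD, cut at about 30% in these data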;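 also: 0% = plate median of compound wells and 100% = S159A mutant with DMSO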
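Test system: mABHD4 protein | Buffer or medium: HEPES pH 7.0 buffer, 150 mM NaCl, 0.01% Pluronic F-127 | Probe or stimulus: FP-Rh fluorescent activity-based probe, added after compound pre-incubation | Timing: Pre-incubation 45 min, probe exposure 60 min, at 25 °C | Technique: Fluorescence polarization, excitation 525 nm, emission 598 nm, BODIPY TMR filters | Repeats: Single well per compound (singlicate)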
SIAE primary: human SIAE inhibition, primary screen; Q9HAT2; SIAE FP-Rh probe binding, fluorescence polarization; inhibition, % at 9.66 µM; hit rate 0.69% among 370,000; AID 1053197;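 active = inhibition above a cutoff: mean of compounds within the control limits plus 3 SD of those, cut at about 17% in these data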;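 also: 0% = plate median of compound wells and 100% = probe without SIAE protein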
Target sequence (Q9HAT2 whole entry, looked up): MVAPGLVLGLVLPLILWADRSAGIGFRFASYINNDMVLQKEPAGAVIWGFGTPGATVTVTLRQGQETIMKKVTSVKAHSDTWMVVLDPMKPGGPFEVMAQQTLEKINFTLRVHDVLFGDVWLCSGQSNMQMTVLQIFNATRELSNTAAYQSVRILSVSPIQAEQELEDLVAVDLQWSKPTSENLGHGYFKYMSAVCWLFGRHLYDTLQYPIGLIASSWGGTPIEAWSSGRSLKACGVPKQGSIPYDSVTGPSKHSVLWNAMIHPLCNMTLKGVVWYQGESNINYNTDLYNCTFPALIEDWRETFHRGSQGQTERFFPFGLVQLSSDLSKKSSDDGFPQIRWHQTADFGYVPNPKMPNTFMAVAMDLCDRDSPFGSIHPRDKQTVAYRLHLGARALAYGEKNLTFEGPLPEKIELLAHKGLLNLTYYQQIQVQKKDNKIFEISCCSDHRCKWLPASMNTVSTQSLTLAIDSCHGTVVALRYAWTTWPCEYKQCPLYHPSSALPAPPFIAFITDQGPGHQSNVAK
PRMT1 FP inh: inhibitors of human PRMT1; Q99873; recombinant PRMT1, activity-based probe fluorescence polarization; hit rate 1.3% among 370,000; inhibition, % at 2.79 µM;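 active = inhibition above about 21% made by adding two undisclosed values, limit read from the data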
DDE Tn7 FP inh: DD(E)-Tn7 binding inhibition, primary FP screen; FP displacement of FITC-Tn7 peptide from fibrin DD(E); 0% = median of compound wells per plate; inhibition, % at 8.3 µM; hit rate 0.13% among 370,000;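 active = inhibition above the mean of compounds falling within the control limits plus 3 SD of them, cut at about 14% in these data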;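 also: 0% = plate median of compound wells and 100% = 10 µM Aha-Tn7 peptide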
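Test system: human clot-derived fibrin DD(E) complex / Quantity: 2 µM final DD(E) protein / Incubation: 10 min plus 3 h, room temperature / Measured by: fluorescence polarization / Benchmarks: high control of 10 µM Aha-Tn7 peptide / Replicates: singlicate testing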
LEDGF integ inh: blocks HIV-1 LEDGF/p75-dependent DNA integration; inhibition, % at 3.7 µM; AID 743269; TR-FRET IN-LEDGF/p75 DNA integration, Eu/Cy5; hit rate 0.64% among 370,000;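 active = inhibition above the screen-wide mean plus 3 SD, cut at about 13% in these data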;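 also: signal is the Cy5 over europium emission ratio at 671 and 618 nm; 0% = plate median of compound wells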
UHRF1 MBD2 ctr: UHRF1 methyl-DNA binding inhibition. inhibition, % at 4.4 µM. Q96T88. AID 687016. UHRF1 binding to methylated oligo, TR-FRET. hit rate 0.75% among 370,000; in the data active = inhibition above about 21%;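 also: UHRF1 SRA domain binding a hemimethylated CpG hairpin DNA probe; 0% = median of test compound wells and 100% = reference inhibitor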
TDP2 inh: TDP2 (human) inhibition, absorbance primary screen; O95551; recombinant TDP2, T5PNP hydrolysis, p-nitrophenol absorbance 415 nm; inhibition, % at 12.8 µM; hit rate 0.34% among 370,000; AID 720702;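 active = inhibition above the mean of all tested compounds plus 3 SD, set per campaign, cut at about 25% in these data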;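 also: 0% = DMSO with enzyme and 100% = buffer with substrate but no TDP2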
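System: recombinant human TDP2 / Amount: 120 nM TDP2 per well / Also added: 5 mM T5PNP chromogenic substrate / Doses: 12.8 µM single point, 1% DMSO / Incubation: 2 h at 37 °C / Detection: p-Nitrophenol epi absorbance / Evaluation: % inhibition relative to enzyme-containing and enzyme-free wells / Repeats: singlicate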
TCR-CD3 inh: blocks the human TCR-CD3 interaction; TAMRA-labeled TCR probe fluorescence, biochemical; inhibition, % at 9.4 µM; AID 651800; hit rate 0.37% among 360,000; in the data active = inhibition above about 19%;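 also: recombinant mutant TCR 2C K166C tagged with TAMRA read by polarization; 0% = receptor in buffer alone and 100% = receptor with positive control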
PG9 binder: small molecules binding HIV-1 gp120 antibody PG9; TR-FRET gp120-PG9 antibody binding; inhibition, % at 6.7 µM; hit rate 0.43% among 360,000; in the data active = inhibition above about 8.5%
HTRA1 inhibitor: blocks human HTRA1 serine peptidase. hit rate 0.5% among 340,000. AID 504803. recombinant HTRA1, FP-rhodamine activity-based probe, fluorescence polarization. inhibition, % at 5.96 µM; in the data active = inhibition above about 36%;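 also: 0% = enzyme with DMSO and 100% = wells lacking enzyme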
Target sequence (Q92743 whole entry, looked up): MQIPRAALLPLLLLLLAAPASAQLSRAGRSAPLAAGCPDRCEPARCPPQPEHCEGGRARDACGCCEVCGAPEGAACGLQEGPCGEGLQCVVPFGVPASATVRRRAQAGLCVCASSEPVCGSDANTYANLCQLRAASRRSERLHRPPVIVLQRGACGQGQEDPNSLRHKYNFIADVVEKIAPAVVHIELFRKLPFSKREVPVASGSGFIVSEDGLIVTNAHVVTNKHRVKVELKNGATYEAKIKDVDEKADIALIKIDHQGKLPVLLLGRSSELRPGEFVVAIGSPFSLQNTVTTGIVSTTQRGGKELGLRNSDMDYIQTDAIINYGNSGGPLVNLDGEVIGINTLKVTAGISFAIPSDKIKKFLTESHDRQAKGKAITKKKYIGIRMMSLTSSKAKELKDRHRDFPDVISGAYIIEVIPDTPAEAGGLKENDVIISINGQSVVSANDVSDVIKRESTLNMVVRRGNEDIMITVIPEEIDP
An asterisk follows results filed as active; . = no result given.

Preview (4 entries):
SMILES	ABHD4 inh	SIAE primary	PRMT1 FP inh	DDE Tn7 FP inh	LEDGF integ inh	UHRF1 MBD2 ctr	TDP2 inh	TCR-CD3 inh	PG9 binder	HTRA1 inhibitor
C[C@@H](NC(=O)[C@@H]1CCCN1C(=O)[C@@H]1CCCN1C(=O)c1ccc(Cl)cc1)c1ccccc1	3	-6	3	5	-2	2	-1	0	-0.3	.
COC(=O)c1ccc(CSc2nnc(SCc3ccc(C(=O)OC)o3)s2)o1	2	0	13	-6	0	1	-1	-5	-0.8	-12
COc1cc(Cl)cc(/C=C/c2ccc3cccc(O)c3n2)c1OC	6	9	-3	10	0	-4	-5	-3	-0.4	18
Cn1c(SCC(=O)Nc2cccc(S(=O)(=O)N3CCOCC3)c2)nnc1-c1ccncc1	2	-1	-1	-2	-7	3	-10	0	0.9	1

The whole of this part, repeating the preview:
SMILES	ABHD4 inh	SIAE primary	PRMT1 FP inh	DDE Tn7 FP inh	LEDGF integ inh	UHRF1 MBD2 ctr	TDP2 inh	TCR-CD3 inh	PG9 binder	HTRA1 inhibitor
C[C@@H](NC(=O)[C@@H]1CCCN1C(=O)[C@@H]1CCCN1C(=O)c1ccc(Cl)cc1)c1ccccc1	3	-6	3	5	-2	2	-1	0	-0.3	.
COC(=O)c1ccc(CSc2nnc(SCc3ccc(C(=O)OC)o3)s2)o1	2	0	13	-6	0	1	-1	-5	-0.8	-12
COc1cc(Cl)cc(/C=C/c2ccc3cccc(O)c3n2)c1OC	6	9	-3	10	0	-4	-5	-3	-0.4	18
Cn1c(SCC(=O)Nc2cccc(S(=O)(=O)N3CCOCC3)c2)nnc1-c1ccncc1	2	-1	-1	-2	-7	3	-10	0	0.9	1
O=C1Nc2ccc([N+](=O)[O-])cc2C1=Nc1cccc(CO)c1	-1	-1	-3	-5	0	-8	37*	-4	-0.1	13
COc1cc(C(=O)Nc2ccc3nc4n(c(=O)c3c2)CCCC4)ccc1Br	-5	-3	-3	-7	2	-1	21	5	-0.8	-6
COc1ccc(S(=O)(=O)N2CCN=C2SCc2cccc(F)c2)cc1	-17	-11	-2	-6	4	-2	-5	3	-1.2	-15
CCS(=O)(=O)CCSc1nc2ccccc2s1	-1	-2	3	3	2	-2	3	-2	-0.1	2
CCOC(=O)CN(C(=O)CSc1nnc(CNc2ccc(C)cc2C)n1CC)c1ccccc1	6	-4	1	0	-1	-1	-1	6	-0.5	7
c1ccc(-c2nnc(-c3ccco3)n2-c2ccccc2)cc1	-11	-4	-1	7	4	6	-14	7	-1.7	4
COc1ccc2c(c1)N(C)/C(=C/c1cccc[n+]1C)S2	7	1	4	7	-4	-114	12	-2	-6.9	6
N#CCCN(C(=S)NC(=O)c1ccco1)c1ccccc1F	1	-2	8	-7	-7	1	-2	-1	-0.6	8
O=C(CCN1CCCCCC1)Nc1ccccc1F	6	-2	0	4	3	1	7	0	-0.7	4
CC(C)(C)c1cc(C(F)(F)F)nc(SCCCNC(=O)c2ccco2)n1	-6	3	-2	-6	2	1	-10	6	0.3	-7
C=CCn1c(SCC(=O)N2CCCC2)nc2scc(-c3cccs3)c2c1=O	-1	3	-3	3	2	-3	0	2	0.4	-1
COC(=O)Nc1ccc(S(=O)(=O)N2CCCC(C(=O)N3CCN(C)CC3)C2)cc1 (stereo not given)	3	0	-1	-6	3	0	-9	5	-3.0	5
COc1cc(/C=N/NC(=O)C(=O)NCC2CCCO2)ccc1O (stereo not given)	-7	13	-2	1	3	-3	-4	0	-3.4	-2
Cc1ccc(C(=O)OCC(=O)NC(C)C)cc1S(=O)(=O)N1CCOCC1	3	5	-10	-1	4	-1	-7	3	0.3	0
Cc1ccc(C(=O)CNc2ccccc2)cc1	4	-4	3	1	-4	1	2	-4	-1.2	-5
Cc1ccc(N(CC(=O)NCc2ccncc2)S(C)(=O)=O)cc1Cl	-1	-4	-1	-10	-6	-2	3	-7	-8.5	-2
CCOC(=O)N1CCN(c2ncnc3scc(-c4ccccc4)c23)CC1	2	-1	1	-4	-2	1	-8	-2	-0.8	-6
Nc1ncn(-c2ncc(C(F)(F)F)cc2Cl)n1	10	-6	4	-4	6	1	1	12	0.8	.
CCn1cc(C(=O)NCCCN2CCC(C)CC2)c2cc(OC)c(OC)cc2c1=O	3	9	1	-4	0	2	6	-4	-0.3	5
CC(C)(C)C1=Nn2c(nnc2-c2n[nH]c3c2CCC3)SC1	1	3	2	-6	2	-3	12	-1	0.1	-7
CC(NC(=O)OCc1ccccc1)c1ccccc1 (stereo not given)	-3	-2	1	-1	-2	4	-2	-1	-0.5	1
O=C(NCc1ccc(N2CCCC2=O)cc1)C1CCC(=O)N(Cc2ccccc2F)C1 (stereo not given)	-2	-2	0	0	0	3	-4	-1	-1.3	2
O=C(CC1SC(=Nc2ccccc2)N(CCCCO)C1=O)NCc1ccccc1 (stereo not given)	4	1	1	-2	2	3	2	-4	0.6	-2
CC1(C)Cc2c(sc3nc(-c4ccccc4Cl)n(N)c(=O)c23)CO1	3	4	-2	-5	2	0	2	4	-0.6	-4
O=C(N/N=C/c1ccc(OCCCF)cc1)c1cc(OCC(F)(F)F)ccc1OCC(F)(F)F	4	2	0	-7	-5	-1	4	-4	0.3	-8
CCOC(=O)N1CCC(N2Cc3cccc(C(=O)Nc4ccc(S(=O)(=O)N(CC)CC)cc4)c3C2=O)CC1	-1	-8	1	3	-1	2	-4	6	-1.4	-3
COc1cc(NC(=O)COC(=O)C2CC2)c(C)cc1[N+](=O)[O-]	-1	-5	7	4	1	4	11	-3	-0.8	2
Oc1cccc2ccc(/C=C/c3ccc(Br)s3)nc12	-12	4	-4	3	6	-1	6	0	-2.2	30
CC(C)(C)c1ccc(C(=O)NCCC(=O)NCc2ccc(F)cc2)cc1	0	3	5	0	-2	2	0	0	-3.1	5
COc1ccccc1N1CCN(CCCNC(=O)Cn2ncc3c([nH]c4ccccc43)c2=O)CC1	12	4	-2	3	2	-3	15	5	-0.3	-9
Cc1nccn1CCCNC(=O)C1CCC(=O)N(Cc2ccccc2F)C1 (stereo not given)	7	1	0	2	-2	2	5	-5	0.7	4
O=C(Nc1nc(-c2ccccn2)cs1)c1ccc(F)c(S(=O)(=O)N2CCOCC2)c1	0	-4	10	-4	4	-5	-21	-1	0.0	-9
Cc1cccc(Nc2ccc(C(=O)N3CCOCC3)cn2)c1	6	3	2	-4	-2	1	-1	-2	-2.1	3
COc1cccc(N=C2CC(C)(C)CC(=O)/C2=C(/O)c2ccccc2)c1	1	-3	-5	-2	0	0	1	5	-0.7	-2
Cn1nc(C(F)(F)F)c(-c2ccc(Br)cc2)c1NC(=O)c1cccnc1	-4	-3	-3	-3	2	-1	15	-1	-1.3	.
c1ccc(C2CCC3(CC2)CCC3NCc2cccs2)cc1 (stereo not given)	3	-4	2	-1	-2	-2	1	.	.	.
CCC(C)(C)NC(=O)c1sccc1Oc1ccc(F)cc1[N+](=O)[O-]	-3	-1	-2	4	2	-3	-5	6	-1.6	-6
O=C(CN(c1ccc2c(c1)OCCO2)S(=O)(=O)c1ccccc1)NCc1ccco1	-2	-2	-1	1	-3	-4	2	4	-1.9	2
Cc1sc2ncnc(N3CCC(C)CC3)c2c1C	-3	3	-1	-4	-1	2	-10	1	-1.0	-8
CCc1nc2ccc(C(=O)NCCOc3ccc(OC)cc3)cn2c1N(CC)Cc1cccc(Br)c1	-5	6	1	-7	-1	2	-1	-4	-0.2	.
Cc1cccc(NC(=O)C2CCCN(S(=O)(=O)c3cccc4cccnc34)C2)c1 (stereo not given)	-6	9	3	8	0	0	8	-8	-0.2	-11
CC(OC(=O)c1cccs1)C(=O)NCCc1ccccc1 (stereo not given)	-6	-2	4	5	3	1	-8	1	0.6	4
Cc1sc2nc(CSC(C)C(=O)Nc3ccc(C#N)cc3)[nH]c(=O)c2c1C (stereo not given)	-2	-6	6	-2	3	1	-4	0	-0.2	-4
C[C@@H]1CN([C@H](C)CO)C(=O)CCCn2nncc2CO[C@H]1CN(C)C(=O)c1ccc(N2CCN(C)CC2)cc1	-14	2	5	0	-10	3	-6	-1	-1.1	4
O=C(NCCn1ccc2ccccc21)c1cccc([N+](=O)[O-])c1	3	4	-4	1	4	0	10	-2	-0.6	4
COc1ccc(CCNC(=S)N2CCN(S(=O)(=O)c3cccc(F)c3)CC2)cc1	2	2	2	6	-6	2	6	-5	0.1	-6
COc1ccc(C(C)=O)cc1COC(=O)c1ccc(S(=O)(=O)N(C)C)cc1	-7	3	-3	-5	-1	-2	-16	3	0.1	2
CSc1ccc(-c2c(C#N)c(N)nc3c2CCCC3)cc1	-2	1	-3	-1	1	-1	-11	3	0.2	0
COc1ccc(CN2CCC(C(=O)NC(c3ccc4c(c3)OCO4)c3ccccn3)CC2)cc1 (stereo not given)	-2	-3	1	1	-6	2	1	-4	-0.1	.
C/C(=N\NC(=O)Cc1cccn1C)c1ccco1	8	8	0	-5	4	-2	-6	0	-2.8	0

Some of the entries so far, with values ahead of the structure:
ABHD4 inh | SIAE primary | PRMT1 FP inh | DDE Tn7 FP inh | LEDGF integ inh | UHRF1 MBD2 ctr | TDP2 inh | TCR-CD3 inh | PG9 binder | HTRA1 inhibitor | canonical_smiles
3 | 4 | -4 | 1 | 4 | 0 | 10 | -2 | -0.6 | 4 | O=C(NCCn1ccc2ccccc21)c1cccc([N+](=O)[O-])c1
2 | 2 | 2 | 6 | -6 | 2 | 6 | -5 | 0.1 | -6 | COc1ccc(CCNC(=S)N2CCN(S(=O)(=O)c3cccc(F)c3)CC2)cc1
-7 | 3 | -3 | -5 | -1 | -2 | -16 | 3 | 0.1 | 2 | COc1ccc(C(C)=O)cc1COC(=O)c1ccc(S(=O)(=O)N(C)C)cc1
-2 | 1 | -3 | -1 | 1 | -1 | -11 | 3 | 0.2 | 0 | CSc1ccc(-c2c(C#N)c(N)nc3c2CCCC3)cc1
